FEN1 inhibitor: qHTS Assay for the Inhibitors of Human Flap endonuclease 1 (FEN1). P39748. Recombinant FEN1 flap cleavage, fluorescence, 15 min. Potency, µM (series often up to 114 µM), inactives show top-dose activity change, negative = inhibition, hits mostly inhibitors. hit rate 0.35% among 390,000; note: nearly all actives have a fitted effect of over 65% in size
Target sequence (P39748 whole entry, looked up): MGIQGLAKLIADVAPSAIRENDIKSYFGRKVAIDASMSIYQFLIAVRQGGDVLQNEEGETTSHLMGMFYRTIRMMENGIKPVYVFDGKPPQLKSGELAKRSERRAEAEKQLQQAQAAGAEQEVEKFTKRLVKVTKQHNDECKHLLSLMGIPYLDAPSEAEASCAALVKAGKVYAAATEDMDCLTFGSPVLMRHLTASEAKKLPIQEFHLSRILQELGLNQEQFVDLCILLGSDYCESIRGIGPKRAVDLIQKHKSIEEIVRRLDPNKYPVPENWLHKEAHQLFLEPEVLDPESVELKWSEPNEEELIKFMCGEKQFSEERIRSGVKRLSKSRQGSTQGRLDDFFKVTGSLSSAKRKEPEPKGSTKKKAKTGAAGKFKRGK
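Nuclease activity of 10 nM FEN1 was measured after 15 min of room-temperature exposure to titrated compounds, by adding 50 nM flap substrate and reading plates at 0 and 15 min.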
GCN5L2 inh: qHTS Assay for Inhibitors of GCN5L2 | Histone acetyltransferase KAT2A (Homo sapiens), Q92830 | GCN5L2 HAT assay, ThioGlo1 CoA-SH fluorescence | Potency, µM (titrated, usually from 58.9 µM), for the others: at the highest dose activity change, negative = inhibition, usual class: inhibitors | hit rate 0.21% among 390,000 | AID 504327, 2011
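GCN5L2 (20 nM) in 50mM HEPES pH 7.5, 0.1mM EDTA, 0.01% Tween-20 preincubated 15 min with compounds at room temperature. Reaction started with H3(1-25) 75uM, acetyl-CoA 70uM, ThioGlo1 50uM; CoA-thiol fluorescence (Ex340/Em540) read at 0 and 20 min.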
N370S GC mod: qHTS Assay for Inhibitors and Activators of N370S glucocerebrosidase as a Potential Chaperone Treatment of Gaucher Disease | Lysosomal acid glucosylceramidase (Homo sapiens), P04062 | N370S GC spleen homogenate, 4MU-glucoside fluorescence | Potency, µM (top dose mostly 59.4 µM), for the others: at the top dose activity change, negative = inhibition, usual class: inhibitors | hit rate 0.092% among 330,000;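 note: 0% = full enzyme activity and -100% = no enzyme basal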
Starred values were filed as active, the others as inactive; ? = inconclusive; · = no result given; & = joins results of further samples; [ ] = dose if it differs, or a comment. Calls come from the whole dose curve; as a rule, active = well fitted curve in the direction sought with a large enough effect; inconclusive = small, poorly fitted or top-dose-only effect, or another doubt; inactive = no such curve, though single readings can be large; an effect the other way counts as inactive or inconclusive. Unless noted, % is set by controls: 0 for no effect and ±100 for the full control effect; potency is the fitted concentration of half-maximal effect.

(1) CC1=C(C(N)=O)S(=O)(=O)c2ccccc21
(2) COc1ccc(-c2nonc2NC(=O)c2oc3ccc(F)cc3c2C)cc1OC
(3) CC(C)C(=O)N(Cc1ccc2c(c1)OCO2)Cc1ccccn1
(4) O=C(NNC(=S)Nc1ccccc1)c1ccccc1[N+](=O)[O-]
(5) Cc1c(C(=O)OCC(=O)NCc2ccco2)cccc1[N+](=O)[O-]
(6) COc1cccc(NC(=O)Nc2cccnc2)c1
(7) CCCCN(CC)C(=O)CSc1nc2n[nH]c(C)c2c(=N)n1-c1cccc(C)c1
(8) CCS(=O)(=O)Nc1cc(-c2nc3cccnc3s2)ccc1C

assay / compound	1	2	3	4	5	6	7	8
FEN1 inhibitor	-3%	-8%	5%	-1%	-3%	6%	-22%&-23%	-21%
GCN5L2 inh	-9%	2%	-1%	-3%	-14%	-2%	-7%&-2%	-3%
N370S GC mod	11%	13%	-3%	2%	·	-3%	-21%	0%

(9) CCOC(=O)N1CCN(c2nc(-c3cccs3)nc3ccccc23)CC1
(10) Cc1cccc(C)c1NC(=O)CSCc1cccc(CSCC(=O)Nc2c(C)cccc2C)n1
(11) CN(C)CCn1nnnc1SCC1=C(C(=O)O)N2C(=O)[C@@H](NC(=O)Cc3csc(N)n3)[C@@H]2SC1
(12) [O-][N+]1=C2CCC/C(=N\O)C2=NC12CCCCC2
(13) Nc1c(C(=O)OCC2CCCO2)c2nc3ccccc3nc2n1-c1ccc2c(c1)OCCO2 (stereo not drawn)
(14) COc1ccccc1-n1cc(CN2CCN(CC(C)C)C(CCO)C2)cn1 (stereo not drawn)
(15) CCc1c(C)c2cc(Cl)c(O)c(CN3CCCCC3)c2oc1=O
(16) CC(C)(C)OC(=O)NCCCCCNC(=O)c1[nH]cnc1C(=O)Nc1ccccc1

assay / compound	9	10	11	12	13	14	15	16
FEN1 inhibitor	4%	-13%	·	0%	3%	21%	6%	-20%
GCN5L2 inh	-10%	-7%[0.501 µM]	?	3%	-5%	-4%	-21%	0%
N370S GC mod	?	24%	17%[21.6 µM]	-4%	-1%	1%	?	·

(17) C/C(N)=C(/C#N)C(=O)CSc1nnnn1-c1ccc(C)cc1
(18) CCOC(=O)c1c(-c2ccccc2)oc2ccc(O)c(CN3CCOCC3)c12
(19) CCC(=O)N(Cc1cc2cc(OC)ccc2[nH]c1=O)c1cccc(C)c1
(20) CCN(Cc1ccccc1)S(=O)(=O)c1ccc(F)c(C(=O)Nc2cc(C)ccc2OC)c1
(21) CCOC(=O)Cn1nnnc1CN(Cc1ccc(OC)cc1)Cc1cc2cc(C)cc(C)c2[nH]c1=O
(22) Cc1[nH]c2ccccc2c1C(=O)COC(=O)c1c(-c2ccccc2)noc1C
(23) Cc1ccc(/C=C/c2nc3ccccc3s2)s1
(24) COc1ccc(-c2cnnn2-c2ccc(NC(=O)/C=C/c3ccc(OC)c(OC)c3)cc2)cc1

assay / compound	17	18	19	20	21	22	23	24
FEN1 inhibitor	-19%	-22%	12%	1%	12%	-15%	-15%	-9%
GCN5L2 inh	-3%	-12%	-1%	-1%	-2%	-16%	-9%	-15%
N370S GC mod	-2%	-1%	-3%	·	-21%	5%	4%	0%

Continued, overlapping the part above by 2 compounds.
(23) Cc1ccc(/C=C/c2nc3ccccc3s2)s1
(24) COc1ccc(-c2cnnn2-c2ccc(NC(=O)/C=C/c3ccc(OC)c(OC)c3)cc2)cc1
(25) COc1ccc(N(C(=O)c2ccco2)S(=O)(=O)c2ccccc2)cc1
(26) N[C@H](Cc1c[nH]c2ccccc12)C(=O)O
(27) CC(C)NC(=S)NN(c1ccccc1)c1ccccc1
(28) CCOc1cc2[nH]c(=O)n(CCCN3CCCC3=O)c(=O)c2cc1OCC
(29) CCCn1c(SCC(=O)NCCc2ccccc2)nnc1-c1cccnc1
(30) Nc1nc(-c2ccc(Cl)cc2)nc(-c2ccc(Cl)cc2)n1
(31) CC(C)Oc1ccc(/C(O)=C2/C(=O)C(=O)N(CCN(C)C)C2c2cccs2)cc1 (stereo not drawn)
(32) ClC1(Cl)CC1CSc1nnc(-c2ccncc2)o1 (stereo not drawn)

assay / compound	23	24	25	26	27	28	29	30	31	32
FEN1 inhibitor	-15%	-9%	0%	·	9%	12%	-2%	30%	2%	49%[activator]
GCN5L2 inh	-9%	-15%	-6%[0.501 µM]	?	7%	5%	-2%	-4%	-3%	-12%
N370S GC mod	4%	0%	7%	-19%	0%	12%	5%	-3%	-21%	2%

(33) Cn1nccc1C(=O)Oc1ccc(/C=N/NC(=O)c2ccccc2O)cc1
(34) CCCC(=O)NC(=S)Nc1ccccc1C(F)(F)F
(35) O=C(c1ccccc1)N1CCSc2sccc2C1=O
(36) CC(=O)N1CCN(c2ccccc2NC(=O)COc2ccc(Br)cc2)CC1
(37) Nc1nnnn1/N=C/c1ccccc1
(38) Cc1nc2cnc(Oc3cccc(Cl)c3)nc2n(Cc2ccc(F)cc2)c1=O
(39) O=S(=O)(c1cccnc1)N1CCn2cccc2C1c1ccccc1F (stereo not drawn)
(40) CC(NC(=O)CN1C(=O)NC2(CCCCCC2)C1=O)c1ccccc1 (stereo not drawn)

assay / compound	33	34	35	36	37	38	39	40
FEN1 inhibitor	-3%	-11%	-11%	6%	11%	·	-8%	-6%
GCN5L2 inh	-12%	·	-4%	-3%	2%	-19%	0%	-3%
N370S GC mod	-15%	5%	13%	2%	-4%	10%	0%	·

(41) Cn1c(SCC(=O)N/N=C/c2ccc([N+](=O)[O-])s2)nnc1-c1ccccc1
(42) CNS(=O)(=O)c1cn(CC(=O)N2CCN(c3cccc(C)c3C)CC2)cc1S(=O)(=O)NC
(43) COc1cc(C(=O)NCCN2CCOCC2)cc(OC)c1OC
(44) O=C(Nc1ccc(-c2n[nH]c(=S)o2)cc1)c1ccccc1
(45) CC(=O)Nc1c(C(=O)O)[nH]c2ccccc12
(46) COC(=O)c1ccccc1NC(=O)c1sc2nc(C)cc(C)c2c1NC(=O)c1ccccc1OC
(47) CCC(C)(NC(=O)Cc1c[nH]c2ccccc12)C(=O)NC1CCCCC1 (stereo not drawn)
(48) CSc1ccc(CN2CCN(CCC(C)C)C(CCO)C2)cc1 (stereo not drawn)

assay / compound	41	42	43	44	45	46	47	48
FEN1 inhibitor	0%	18%	9%	-7%	-1%	-1%	11%	21%
GCN5L2 inh	-5%	-9%	-10%	-25%	-1%	-2%	-7%	-3%
N370S GC mod	-28%	·	0%	-1%	2%	·	9%	3%

(49) Cc1cccc(OCCSc2nc3ccc(NC(=O)c4cccs4)cc3s2)c1
(50) Cc1ccc(C)c(CSc2cn(CC(=O)N3CCCC3)c3ccccc23)c1
(51) Cc1ccc(Sc2ccc(CO)cc2[N+](=O)[O-])cc1
(52) C/C(=N\NC(=O)C(=O)Nc1ccc(C)cc1)c1ccncc1
(53) O=C(Nc1cccc(F)c1)C1CCCCC1
(54) CN(NS(=O)(=O)c1ccc(Br)cc1)c1nc(C(F)(F)F)nc2ccccc12
(55) O=C(NCCS(=O)(=O)N1CCN(c2ccccc2F)CC1)c1ccc(Cl)cc1
(56) Cc1cc(C(=O)OCC(=O)Nc2cccc(S(=O)(=O)N(C)C)c2)c(C)o1

assay / compound	49	50	51	52	53	54	55	56
FEN1 inhibitor	8%	-13%	-7%	-1%	-3%	-5%	-1%	-7%
GCN5L2 inh	-5%	-15%	-12%	-3%	2%	-7%	-1%	-3%
N370S GC mod	·	·	27%	6%	-18%	-6%	-4%	-6%

(57) O=C(c1ccco1)N1CCN(S(=O)(=O)c2ccc(Cl)s2)CC1
(58) Cc1cc(C)n(-c2nc3ccccc3c(=O)n2OCC(N)=O)n1
(59) CCOc1ccc(OCC)c(NC(=O)c2ccc(CNc3c(N4CCOCC4)c(=O)c3=O)cc2)c1
(60) Cc1ccsc1C(=O)NC1CCCN(Cc2ccc(Cl)cc2)C1 (stereo not drawn)
(61) O=C(Nc1ccccc1)N1CCn2c1nc1ccccc12
(62) COC(=O)c1[nH]c(C)c(/C(O)=C2\C(=O)C(=O)N(CCN(C)C)C2c2ccco2)c1C (stereo not drawn)
(63) O=C(C(Cc1ccccc1)n1cccc1)N1CCCCC1 (stereo not drawn)
(64) CC(C)(C)C1=C[C@@H](CO)C[C@@H](CO)C1

assay / compound	57	58	59	60	61	62	63	64
FEN1 inhibitor	10%	-2%	-5%	-12%	-6%	-1%	16%	-4%
GCN5L2 inh	?	3%	-12%	-1%	-7%	1%	1%	-6%
N370S GC mod	-12%	16%	-9%	-19%	12%	2%	5%	4%

(65) Cc1cc(S(=O)(=O)NC2CCCC2)ccc1F
(66) O=C(Cc1ccc(S(=O)(=O)N2CCOCC2)s1)N1CCN(c2cccc(C(F)(F)F)c2)CC1
(67) O=C(N/C(=C\c1ccco1)C(=O)N1CCOCC1)c1ccco1
(68) C=CCn1cccc(C(=O)Nc2ccc(SC)cc2)c1=O
(69) Cc1ccccc1NC(=O)CSc1cn[nH]n1
(70) Cc1ccccc1N(C(=O)Cn1nnc(-c2cccs2)n1)C(C(=O)NCCC(C)C)c1ccco1 (stereo not drawn)
(71) CC1=Nc2ccc(C)cc2/C1=C/c1c(N)n2c(S(=O)(=O)C(C)C)nsc2nc1=O
(72) COc1ccc2c(c1)-c1c(ssc1=S)C(C)(C)N2

assay / compound	65	66	67	68	69	70	71	72
FEN1 inhibitor	-2%	9%	1%	-12%	12%	-12%	?	-19%
GCN5L2 inh	2%	-8%	-2%	-5%	-1%	-11%	5%	-10%
N370S GC mod	-8%	1%	3%	?	-2%	24%	-23%	-4%

Eleven structures from above, sorted by length of the SMILES, smallest number first:
(69) Cc1ccccc1NC(=O)CSc1cn[nH]n1
(65) Cc1cc(S(=O)(=O)NC2CCCC2)ccc1F
(61) O=C(Nc1ccccc1)N1CCn2c1nc1ccccc12
(68) C=CCn1cccc(C(=O)Nc2ccc(SC)cc2)c1=O
(64) CC(C)(C)C1=C[C@@H](CO)C[C@@H](CO)C1
(60) Cc1ccsc1C(=O)NC1CCCN(Cc2ccc(Cl)cc2)C1 (stereo not drawn)
(58) Cc1cc(C)n(-c2nc3ccccc3c(=O)n2OCC(N)=O)n1
(71) CC1=Nc2ccc(C)cc2/C1=C/c1c(N)n2c(S(=O)(=O)C(C)C)nsc2nc1=O
(70) Cc1ccccc1N(C(=O)Cn1nnc(-c2cccs2)n1)C(C(=O)NCCC(C)C)c1ccco1 (stereo not drawn)
(66) O=C(Cc1ccc(S(=O)(=O)N2CCOCC2)s1)N1CCN(c2cccc(C(F)(F)F)c2)CC1

assay / compound	69	65	61	68	64	60	58	71	70	66
FEN1 inhibitor	12%	-2%	-6%	-12%	-4%	-12%	-2%	?	-12%	9%
GCN5L2 inh	-1%	2%	-7%	-5%	-6%	-1%	3%	5%	-11%	-8%
N370S GC mod	-2%	-8%	12%	?	4%	-19%	16%	-23%	24%	1%

(62) COC(=O)c1[nH]c(C)c(/C(O)=C2\C(=O)C(=O)N(CCN(C)C)C2c2ccco2)c1C (stereo not drawn)

assay / compound	62
FEN1 inhibitor	-1%
GCN5L2 inh	1%
N370S GC mod	2%

More results follow.
(73) Cc1ccc(NC(=O)CCS(=O)(=O)c2cc3[nH]c(=O)c(=O)[nH]c3cc2C)cc1
(74) COc1cc(CCC(=O)N2CCN(c3ccc(N4CCOCC4)nn3)CC2)cc(OC)c1OC
(75) O=C(Nc1cccnc1)c1ccco1
(76) CN(C)c1ccc(S(=O)(=O)NCC(=O)OCC(=O)NC(=O)C2CCCCC2)cc1[N+](=O)[O-]
(77) COC(CNC(=O)c1cnn2c(C)c(Cc3ccccc3)c(C)nc12)OC
(78) O=C(NCc1ccncc1)C1CCCN(S(=O)(=O)c2cc(Cl)ccc2Cl)C1 (stereo not drawn)
(79) CS(=O)(=O)c1nc(-c2ccc(F)cc2)cc(C(F)(F)F)n1
(80) CCc1cccc2c(C=C(C#N)C#N)cn(CC(=O)N3CCCC3)c12
(81) CCn1c(C)[n+](CC)c2ccc(C(=O)N(C)c3ccccc3)cc21
(82) CCCCNC(=O)CSc1nc(O)cc(=O)n1C1CCCC1
(83) O=C(O)c1cccc(N/N=C/c2ccc(-c3ccccc3)cc2)c1

assay / compound	73	74	75	76	77	78	79	80	81	82	83
FEN1 inhibitor	-4%	·	-15%	5%	0%	-4%	-19%	-10%	18%	-7%	-1%
GCN5L2 inh	-10%	-22%	-10%[0.501 µM]	-3%	-12%	-3%	0%	-2%	2%	-22%	-24%
N370S GC mod	-17%	3%	-4%	·	?	-4%	0%	1%	-20%	1%	-3%

Assay outcomes: PubChem, National Center for Advancing Translational Sciences (NCATS)
